# N370S GC – qHTS Assay for Inhibitors and Activators of N370S glucocerebrosidase as a Potential Chaperone Treatment of Gaucher Disease; Lysosomal acid glucosylceramidase (Homo sapiens), P04062; N370S GC spleen homogenate, 4MU-glucoside fluorescence; Potency, µM (titrated, usually from 59.4 µM), for inactives: top-dose activity change, negative = inhibition, actives largely listed as inhibitors; 330,000 tested, 0.092% active;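 also: 0% = full enzyme activity and -100% = no enzyme basal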
# DT40 TDP1 no CPT – qHTS for Inhibitors of human tyrosyl-DNA phosphodiesterase 1 (TDP1): qHTS in cells in absence of CPT | DT40 Tdp1-/- hTDP1 cells, no CPT, ATP luminescence, 48 h | Potency, µM (series often up to 46.2 µM), inactives show at the highest dose activity change, negative = growth inhibition, usual class: inhibitors | 420,000 tested, 15% active | AID 686978, 2013; also: nearly all actives have a fitted effect of over 55% in size
#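 Growth kinetics read by CellTiter-Glo luminescence after ≥48 hr at 37 °C. Cells: DT40 Tdp1-/- stably carrying human TDP1, 400 per well, compound exposure in the absence of CPT (DMSO vehicle).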
# TDP1 inh – qHTS Assay for Inhibitors of Tyrosyl-DNA Phosphodiesterase (TDP1); 350,000 tested, 0.28% active; recombinant TDP1, AlphaScreen DNA substrate cleavage; Tyrosyl-DNA phosphodiesterase 1 (Homo sapiens), Q9NUW8; AID 485290, 2010; Potency, µM (titrated, usually from 130 µM), for the others: at the highest dose activity change, negative = inhibition, hits mostly inhibitors; also: nearly all actives have a fitted effect of over 40% in size
# Target sequence (Q9NUW8 whole entry, looked up): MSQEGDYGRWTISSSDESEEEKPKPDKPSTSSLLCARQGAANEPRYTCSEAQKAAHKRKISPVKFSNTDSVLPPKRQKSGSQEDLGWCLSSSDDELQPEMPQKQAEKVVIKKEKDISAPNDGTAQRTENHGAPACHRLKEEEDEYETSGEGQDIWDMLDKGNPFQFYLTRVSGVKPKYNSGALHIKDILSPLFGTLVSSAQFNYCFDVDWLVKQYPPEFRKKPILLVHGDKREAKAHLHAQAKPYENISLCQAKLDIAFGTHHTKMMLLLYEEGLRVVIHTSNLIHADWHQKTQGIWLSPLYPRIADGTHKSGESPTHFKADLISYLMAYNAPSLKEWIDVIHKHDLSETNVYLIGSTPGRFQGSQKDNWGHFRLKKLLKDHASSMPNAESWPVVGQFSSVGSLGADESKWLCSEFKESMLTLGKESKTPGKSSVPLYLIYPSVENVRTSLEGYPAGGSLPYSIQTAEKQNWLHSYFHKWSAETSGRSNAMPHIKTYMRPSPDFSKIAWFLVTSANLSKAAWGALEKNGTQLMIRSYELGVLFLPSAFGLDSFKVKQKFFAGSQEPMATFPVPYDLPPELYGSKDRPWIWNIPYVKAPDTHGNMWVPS
#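 E. coli-derived human Tdp1, 1 nM final. Cpd preinc 15 min RT; substrate 15 nM final, 5 min RT; AS bead mix 10 ug/ml final, 10 min RT. Signal loss = tyrosine-FITC cleavage. No-enzyme wells = max signal.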
# Active calls of the source: *; ? = inconclusive; . = no result given; & = joins results of further samples; [ ] = remark or other dose. Calls follow the shape of the dose curve; as a rule, active = well fitted curve in the direction sought with a large enough effect; inconclusive = small, poorly fitted or top-dose-only effect, or another doubt; inactive = no such curve, though single readings can be large; an effect the other way counts as inactive or inconclusive. Unless noted, % is scaled to controls: 0 for no effect and ±100 for the full control effect; potency is read from the fitted curve at half-maximal effect. This is a subset, so the mix of outcomes need not match the whole.
entry | Structure | N370S GC | DT40 TDP1 no CPT | TDP1 inh
1 | N#CC/C(N)=N/NC(=O)CCCNc1ncc(C(F)(F)F)cc1Cl | 3% | ? | 5%
2 | C#CCC(NC(=O)c1ccc(C(F)(F)F)cc1)C(=O)NCCC (stereo not given) | . | -21% | 1%
3 | COc1cc(C(=O)OC2CCN(C)CC2)cc(OC)c1OC | 6% | -1% | 1%
4 | COc1ccc(N(CC(=O)Nc2ccccc2C(=O)NCC(C)C)S(C)(=O)=O)cc1 | 10% | -12% | -1%
5 | CCOc1ccccc1/C=c1\sc2nc(-c3ccco3)nn2c1=O | 7% | -27% | -3%
6 | O=C(CCN1CCOCC1)N1c2ccccc2Sc2ccc(Cl)cc21 | -7% | ? | .
7 | Cc1cccc(N2CC(C(=O)OCC(=O)c3c(N)n(CC(C)C)c(=O)n(C)c3=O)CC2=O)c1C (stereo not given) | -2% | ? | -1%
8 | Cc1nn(CCCC(=O)NCCc2ccccc2)c(=O)c2nccn12 | -3% | -5% | .
9 | CCN(CC(=O)Nc1ccc(OC)cc1)C(=O)CSCC(=O)Nc1cc(C)on1 | . | -5% | -5%
10 | Cc1ccc(CN2CC(C(=O)N3CCN(S(=O)(=O)c4ccccc4)CC3)CC2=O)cc1 (stereo not given) | -3% | ? | -11%
11 | CCC(C(=O)NC1CCCCC1)n1c(SCc2cccc(F)c2)nc2ccncc21 (stereo not given) | 6% | ? | 10%&-1%
12 | COc1ccc(C2=NCCn3nc4ccccc4c32)cc1 | -2% | -15% | 1%
13 | COc1cccc(N2CCN(C(=O)C3CCC(CNS(=O)(=O)c4ccc(Br)s4)CC3)CC2)c1 (stereo not given) | . | 6.5µM* | -2%[12.3 µM]
14 | COC(=O)Cc1ccc(NC(=O)c2ccc3c(c2)C(=O)N(Cc2ccco2)C3=O)cc1 | -3% | -4% | 1%
15 | CCCNC(=O)N1CCC(n2nccc2NC(=O)CCOc2ccccc2)CC1 | -17% | 9% | 1%
16 | CC(NC(=O)[C@@H](NC(=O)[C@@H]1Cc2ccccc2CN1)C(C)C)c1ccccc1 (stereo not given in full) | -1% | 14% | 3%
17 | COC(=O)c1ccc(-c2noc(CN3C[C@H]4CC[C@H]3C4)n2)cc1 | -4% | 8% | .
18 | Cc1sc2ncn(CC(=O)N3CCN(c4ccc(F)cc4)CC3)c(=O)c2c1S(=O)(=O)N1CCCCC1 | . | 16µM* | 0%
19 | CCOc1ccc(OCCN2C(=O)NC3(CCCc4ccccc43)C2=O)cc1 (stereo not given) | 3% | -22% | 0%
20 | COc1ccc(NC(=O)CN2CCN(Cc3ccccc3)CC2)cc1 | -11% | -1% | .
21 | NC(N)=N/N=C/c1ccc(Cl)c([N+](=O)[O-])c1 | -5% | 10µM* | 7%
22 | CCN(CC)c1ccc(NC(=O)COC(=O)C23CCC(=O)N2c2ccccc2S3)cc1 (stereo not given) | -25% | -14% | 12%
23 | O=C(CN1C(=O)CC(c2ccccc2)=Nc2ccccc21)NCc1ccco1 | 17% | -7% | 0%
24 | CS(=O)(=O)N(Cc1cc2ccccc2[nH]c1=O)C1CCCCC1 | 17% | -16% | 2%
25 | Cc1oc2ncn(C)c(=O)c2c1C(=O)NCc1ccc(Cl)cc1 | . | ? | -7%
26 | N#CCc1nn(-c2ccccc2)c2ncnc(N)c12 | -3% | -25% | 0%
27 | CCC(=O)NCCn1c(C)cc2ccccc21 | -1% | -21% | -4%
28 | CN1CCC(=NNC(=O)CN(c2cccc(Br)c2)S(C)(=O)=O)CC1 | -12% | -7% | 0%
29 | CCCCCC(=O)NC(=S)Nc1ccc(NC(=O)c2ccco2)cc1 | 2% | -29% | -5%
30 | CCOCCCNc1ccc(N2C(=O)C3CCCCC3C2=O)cc1[N+](=O)[O-] (stereo not given) | 4% | -24% | 3%
31 | Cc1nc(NC(=O)/C=C/c2ccc(C(C)(C)C)cc2)sc1C(=O)N(C)C | -18% | ? | -3%
32 | CCOC(=O)Cc1csc(SCC(=O)Nc2ccc3[nH]c(=O)[nH]c3c2)n1 | . | 1% | 0%
33 | CCCCn1c(N)c(N(CCOC)C(=O)CSCc2ccc(C)cc2)c(=O)[nH]c1=O | 2% | -10% | .
34 | COc1ccc(N2CC(O)(c3ccc(F)cc3)[N+]3=C2CCCC3)cc1 (stereo not given) | -9% | ? | -2%
35 | COc1ccc(C2/C=C\CC(NC(=O)OCC3c4ccccc4-c4ccccc43)CC(=O)N2Cc2ccccc2F)cc1 (stereo not given) | -11% | ? | 2%[56.1 µM]
36 | CCOCC(=O)Nc1cc(C(=O)Nc2ccccc2)ccc1Cl | 19% | -25% | 2%
37 | Cc1cc(C)n2nc(SC(C)C(=O)N(C)C3CCCCC3)nc2n1 (stereo not given) | . | -25% | 2%
38 | Cc1ccccc1Cn1nc(C)c(NC(=O)c2cc(CC(C)C)on2)c1C | 2% | ? | 5%
39 | COc1ccc(CC(=O)OCC(=O)Nc2cccc(Cl)c2)cc1 | -2% | -9% | 1%
40 | c1ccc(Cc2ccc(OCCn3ccnc3)cc2)cc1 | ? | ? | .
41 | Cc1cccc(C(=O)N2CCC(N3CCC(C(=O)N4CCOCC4)CC3)CC2)c1 | -3% | 0% | 2%[56.1 µM]
42 | Nc1ccc(S(=O)(=O)Nc2nccc(/C=C/c3ccc(Cl)cc3Cl)n2)cc1 | 4% | -9% | 3%
43 | Cc1cc(C)n(-c2nnc(SCC(=O)NC3CCCC3)c3ccccc23)n1 | 6% | -28% | 3%[56.1 µM]
44 | Cc1ccc([N+](=O)[O-])cc1NC(=O)c1ccc(-c2ccccc2)cc1 | -1% | -8% | 0%
45 | CS(=O)(=O)c1ccc(Cl)c(NC(=O)CCl)c1 | 0% | 10µM* | -5%
46 | NNC(=O)Cn1c(-c2ccccn2)nc2ccccc21 | -4% | 9% | .
47 | COCC(=O)Nc1ccc(C)c(Cl)c1 | 1% | -13% | 2%
48 | COc1ccc(N=C2SC(C(=O)O)CC(=O)N2C)cc1 (stereo not given) | 4% | -10% | 2%
49 | Cc1ccc(S(=O)(=O)N2CCC(C(=O)N[C@H](C(=O)N3CCN(C)CC3)C(C)C)CC2)cc1 | 6% | -2% | -3%
50 | O=C(CSc1nc(SCC(=O)NCc2ccccc2)n(-c2ccccc2)n1)NCc1ccccc1 | 30% | -26% | 3%
51 | Cc1cccc(O)c1C | -7% | -6% | 1%&-3%
52 | CC1C/C(=C/c2ccco2)C(=O)/C(=C/c2ccco2)C1 (stereo not given) | 6% | . | 0%
53 | CC(C)(C)C(=O)NC(=S)Nc1ccc(C(F)(F)F)cc1 | 16% | ? | 0%
54 | CC(Oc1ccc(F)cc1)C(=O)N(Cc1ccccc1)c1c(N)n(Cc2ccccc2)c(=O)[nH]c1=O (stereo not given) | 0% | 2% | 1%
55 | Cc1ccc(NC(=O)c2ccccc2)cc1 | 3% | -17% | 4%
56 | Cc1ccc(-c2nc(Nc3cccc(C)c3)sc2CC(=O)O)cc1 | -6% | -6% | .

# The list goes on:
entry | Structure | N370S GC | DT40 TDP1 no CPT | TDP1 inh
57 | COc1ccccc1NS(=O)(=O)c1ccc(C)c(C(=O)NCc2cccnc2)c1 | . | 2% | 1%
58 | O=S(=O)(c1ccccc1)N1CCC2(CCCN(Cc3ccccc3)C2)CC1 | -14% | ? | .
59 | Cc1nnc(-c2cnn(-c3ccccc3)c2N)n1Cc1ccncc1 | 6% | -1% | -4%
60 | COc1ccc(Cl)cc1NC(=S)N1CCN(C(=O)C2CCCO2)CC1 (stereo not given) | -5% | -6% | -4%
61 | CCN(C(=O)COC(=O)c1cccn1C)C1CCS(=O)(=O)C1 (stereo not given) | 8% | 3% | 3%
62 | Cc1ccc(C(=O)Nc2ccc(C(=O)N/N=C/c3c[nH]c4ccccc34)cc2)cc1 | 4% | ? | 2%
63 | COC(=O)c1cc(C(=O)OCC(=O)NC2CCCCCCC2)cc([N+](=O)[O-])c1 | . | 24% | 4%
64 | O=S(=O)(Cc1ccccc1Cl)NCCOc1ccccc1 | -17% | -16% | 3%

# Additional entries:
cpd	Compound	N370S GC	DT40 TDP1 no CPT	TDP1 inh
65	Cc1cccc(NC(=O)/C(C#N)=C/c2ccccc2Cl)n1	-7%	12%	.
66	COc1ccc(NC(=O)c2cc(=O)c3ccccc3o2)cn1	13%[2.35 µM]	-27%	1%
67	CCCN(C(=O)c1ccc(N(C)S(=O)(=O)c2ccc(C)cc2)cc1)C1CCS(=O)(=O)C1 (stereo not given)	-3%	?	0%
68	O=C(OCc1cncs1)c1ccccc1	1%	-14%	-1%
69	O=C1N/C(=N/S(=O)(=O)Cc2ccccc2)S/C1=C/c1ccc2c(c1)OCO2	3%	-22%	4%
70	Brc1cccc(-c2nnco2)c1	-1%	-22%	3%
71	N#Cc1cc([N+](=O)[O-])ccc1Oc1cccc(/C=N/NC(=O)c2ccc(Cl)cc2)c1	19%	?	5%
72	COC(=O)c1c(-c2ccccc2Cl)noc1-c1cnc(N)nc1C(F)(F)F	4%	-12%	.
73	CCCc1[nH]nc2c1C(c1cc(OC)ccc1F)C(C#N)=C(N)O2 (stereo not given)	-7%	-17%	3%
74	CC(=O)N1CCc2cc(Br)cc(S(=O)(=O)CCC(=O)NCc3ccc(F)cc3)c21	.	?	3%
75	COc1cc(C2C(C#N)=C(N)Oc3c2oc(CO)cc3=O)cc(OC)c1OC (stereo not given)	-5%	-9%	3%
76	CC(=O)c1cc(-c2ccccc2)n(CCC(=O)NC2CCCC2)c1C	4%	23%	6%
77	CCOc1cc(N2CCOCC2)c(OCC)cc1NC(=O)c1ccc(=O)n(Cc2ccccc2)n1	-16%	.	3%
78	CCc1cc(=O)oc2cc3occ(-c4ccc(OC)c(F)c4)c3cc12	13%	2.1µM*	-5%
79	COc1ccccc1NCC(=O)N/N=C/c1c(O)ccc2ccccc12	-9%	2.9µM*	.
80	CC1=C(C(=O)OCC2CCCCC2)C(c2ccccc2F)CC(=O)N1 (stereo not given)	.	?	-2%[12.3 µM]
81	CCC(C)[C@H](NC(=O)C1(c2ccccc2)CCN(C(=O)OC(C)(C)C)CC1)C(=O)N[C@@H](C(=O)O)c1ccccc1 (stereo not given in full)	25%	12%	.
82	COc1ccccc1C(=O)Nc1ccccc1C(=O)N1C(C)CCCC1C (stereo not given)	8%	?	-11%
83	Cc1cc(NC(=O)NCc2ccc3c(c2)CCN3C(=O)c2ccccc2)ccc1Br	.	16µM*	3%
84	CCOCCc1nnc(NC(=O)COC)s1	-1%	1%	0%
85	CCn1cc(S(=O)(=O)N2CCN(Cc3ccc(F)cc3)CC2)cn1	4%	-19%	3%
86	Clc1ccc2nnnc(-c3ccccc3)c2c1	-4%	4.1µM*	8%
87	CC(C)=CCC(C)(C)/C=N/NC(N)=O	10%	8%	3%
88	CC(C)CC(C(=O)Nc1ccc2c(c1)OCCO2)N1C(=O)c2ccccc2C1=O (stereo not given)	5%	-28%	-3%
89	CCCCc1ccc(-n2c(Cc3cccs3)n[nH]c2=S)cc1	13%	?	4%
90	COC(=O)C1CCN(S(=O)(=O)c2ccc(Br)s2)CC1	.	-18%	-6%[56.1 µM]
91	COCc1ccc(C(=O)N2CCN(CC(=O)N3CCCC3)CC2)cc1	.	0%	0%
92	O=C(c1ccco1)N1CCN(C(=O)c2cc(-c3ccccc3)nc3ccccc23)CC1	2%	?	4%
93	CC(=O)Nc1ccc(CN2CCCC(C(=O)c3ccc(C(F)(F)F)cc3)C2)cc1 (stereo not given)	3%	?	.
94	CCC(=O)N1CCc2cc(Br)cc(S(=O)(=O)CCC(=O)N3CCN(c4cccc(C(F)(F)F)c4)CC3)c21	.	?	0%
95	Cc1ccc(S(=O)(=O)C(CNC(=O)C(=O)NCCc2ccccc2)c2ccco2)cc1 (stereo not given)	.	?	8%
96	COc1ccc(CCNC(=O)c2ccc3c(c2)CCN3S(C)(=O)=O)cc1OC	.	?	5%
97	N#Cc1ccc(S(=O)(=O)N2CCN(CC(=O)Nc3ccccc3C(=O)NC3CC3)CC2)cc1	.	-26%	3%
98	COc1ccc(/C=C/C(=O)Nc2cccc(S(=O)(=O)NC3=NCCCCC3)c2)cc1	-17%	23µM*	5%

# Assay outcomes: PubChem BioAssay, National Center for Advancing Translational Sciences (NCATS)
